From PubChem BioAssay
TNAP act DEA = activates human TNAP at intermediate phosphate acceptor concentration | activation factor at 20 µM | 64,000 tested, under 10 active | purified TNAP, CDP-star luminescence, 100 mM DEA, 30 min; active compounds read high; scale: 0 levamisole-inhibited, 1 vehicle-only enzyme | P05186;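 active means activation factor of at least 2 at 20 µM, relative to controls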
Target sequence (P05186 whole entry, looked up): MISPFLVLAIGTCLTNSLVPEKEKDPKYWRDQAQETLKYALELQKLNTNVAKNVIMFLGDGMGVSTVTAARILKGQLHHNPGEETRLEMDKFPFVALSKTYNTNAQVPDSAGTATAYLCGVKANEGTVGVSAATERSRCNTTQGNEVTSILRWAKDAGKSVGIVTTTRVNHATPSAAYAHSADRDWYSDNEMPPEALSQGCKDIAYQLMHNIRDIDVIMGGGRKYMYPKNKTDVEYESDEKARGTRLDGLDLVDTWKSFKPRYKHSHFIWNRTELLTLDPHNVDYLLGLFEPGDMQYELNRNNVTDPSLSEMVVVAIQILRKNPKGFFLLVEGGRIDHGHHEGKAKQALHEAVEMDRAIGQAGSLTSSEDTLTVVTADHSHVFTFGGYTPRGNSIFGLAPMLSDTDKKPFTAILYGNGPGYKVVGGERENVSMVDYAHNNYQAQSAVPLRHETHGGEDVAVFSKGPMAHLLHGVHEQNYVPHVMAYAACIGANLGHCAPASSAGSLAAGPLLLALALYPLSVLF
D1 mod = allosterically modulates the human D1 dopamine receptor. HEK293 D1, CRE-luciferase, dopamine EC30 potentiation; actives deviate in either direction. B-score at 10 µM. actives 5.9% (n = 58,000);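 active means luminescence count or its row- and column-corrected plate score outside the 99.7% band of the plate's sample wells, on either side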
SF1 activator = activators of human nuclear receptor SF-1. Q13285. CHO-K1 Gal4-SF-1 LBD luciferase reporter; % increase over DMSO SF-1-specific signal. activation, % at 10 µM. actives 1.9% (n = 65,000). AID 522;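 active means activation above the mean activation of all tested compounds plus 3 SD, cut at about 50% in these data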
Target sequence (Q13285 whole entry, looked up, the tested form may be a part): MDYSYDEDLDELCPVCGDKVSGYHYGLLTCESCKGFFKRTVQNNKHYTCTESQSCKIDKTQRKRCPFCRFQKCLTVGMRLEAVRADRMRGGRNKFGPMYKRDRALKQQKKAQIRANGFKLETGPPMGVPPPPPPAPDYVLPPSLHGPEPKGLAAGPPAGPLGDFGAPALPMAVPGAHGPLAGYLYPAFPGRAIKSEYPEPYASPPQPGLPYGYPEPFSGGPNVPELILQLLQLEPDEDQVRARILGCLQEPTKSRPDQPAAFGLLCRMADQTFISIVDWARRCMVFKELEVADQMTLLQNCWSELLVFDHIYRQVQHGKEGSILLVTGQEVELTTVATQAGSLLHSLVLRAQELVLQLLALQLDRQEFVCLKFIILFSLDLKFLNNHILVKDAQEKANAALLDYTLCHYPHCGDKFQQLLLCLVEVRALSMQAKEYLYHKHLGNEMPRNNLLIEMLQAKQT
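Compound – one dose, 10 µM compound, 1% DMSO · Test system – transient Gal4-SF-1 LBD reporter, CHO-K1 · Input – 4,000 cells in each well · Read-out basis – percent activation relative to DMSO median and mock-transfected background · Replicates – single measurement per compound · Technique – steady-glow luciferase luminescence, read after 15 min reagent incubation · Timing – 20 h compound treatment, 37 °C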
Hsp90 inh = displaces geldanamycin probe from tumor Hsp90 | P07900 | AID 429 | NCI-N417 lysate Hsp90, Cy3B-geldanamycin FP displacement | actives 0.35% (n = 64,000) | inhibition, % at 30 µM;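 active means inhibition above 50%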;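 further: 0% = tracer plus lysate wells and 100% = tracer alone without lysate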
Her2 expr inh = lowers expression of human Her2 kinase. HER2 level % of control, % at 10 µM. actives 0.69% (n = 65,000). SKBR-3 HER2 protein level, AlphaScreen, 18-24 h; active compounds read low. AID 645. P04626;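 active means HER2 level under 5% of the carrier-only control; inconclusive means no clear call, values can overlap the other calls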;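 further: 100% = DMSO carrier and 0% = 500 nM PU-H71 HSP90 inhibitor; lower value means stronger loss of Her2 protein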
RORA act = RORA (human) activation | CHO-K1 Gal4-RORA LBD luciferase reporter, luminescence; percent increase over mock-subtracted basal signal | activation, % at 10 µM | actives 1.5% (n = 65,000) | AID 560;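 active means activation above the mean of all tested compounds plus 3 SD, cut at about 49% in these data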;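 further: 0% = DMSO-treated RORA cells and 100% = added signal equal to DMSO minus mock-transfected cells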
Cdc25B inh = inhibitors of human Cdc25B phosphatase. inhibition, %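 (compounds tested at 10 µM final in the well)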. AID 368. actives 0.1% (n = 65,000). recombinant Cdc25B, OMFP fluorescence Ex485/Em525. P30305; in the data active means inhibition above about 50%
FXIIa inh mix = blocks human factor XIIa in pooled compound mixtures | P00748 | purified FXIIa, fluorogenic substrate | inhibition, % at 5 µM | actives 0.2% (n = 62,000) | AID 684; in the data active means inhibition above about 20%, passing the limit was not always enough;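 further: 0% = enzyme without compound and 100% = no enzyme blank; some results filed as inactive read as strong as hits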
MKP-1 inh = human dual specificity phosphatase 1 inhibition. P28562. recombinant MKP-1, OMFP hydrolysis fluorescence. inhibition, %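 (compounds tested at a single concentration somewhere between 10 and 100 µM)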. actives 0.15% (n = 65,000). AID 374;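 active means inhibition above about 50%, limit read from the data; inconclusive means inhibition over screen mean plus 3 SD, below that limit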;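 further: 0% = DMSO max control wells and 100% = wells with enzyme stopped by NaOH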
* marks the source's active call; other numbers are inactive results; ? = inconclusive; · = not tested or not shown. The order is random. Share with any hit: about 8.9%.

Below each SMILES: SF1 activator, Cdc25B inh, TNAP act DEA, FXIIa inh mix, RORA act, D1 mod, MKP-1 inh, Her2 expr inh, Hsp90 inh
> CCOC(=O)N1CCN(S(=O)(=O)c2ccc(F)c(C(=O)Nc3cc(C)cc(C)c3)c2)CC1
 : -3, -6, 0.9, 11, -8, -0.033, 15, 114, 0
> O=C(COC(=O)c1n[nH]c2ccccc12)NC(=O)NC1CCCCC1
 : 0, -17, 0.9, -13, -23, -3.2, -1, 94, -1
> O=C1CC(N2CCC(c3nc4ccccc4o3)CC2)C(=O)N1c1ccc(Cl)c(C(F)(F)F)c1 (configuration not stated)
 : -3, -29, 0.9, 2, 6, 1.4, 17, ·, -9
> CCOC(=O)c1ccc(-n2c(=S)sc3c(=O)[nH]c(C)nc32)cc1
 : 11, -4, 0.9, 0, -2, ·, 7, 98, 1
> O=C(CSc1nccn1-c1ccc(Cl)cc1)Nc1ccc2c(c1)OCO2
 : 8, -3, 0.9, 2, 0, -1.3, 26, 96, -4
> COC(=O)CSc1nnc(-c2cccnc2)n1-c1cc(OC)cc(OC)c1
 : 9, 0, 1, 4, -18, -0.38, -25, 117, 2
> CC(=O)Nc1nonc1-c1nc2ccccc2n1Cc1ccccn1
 : 2, -17, 1.1, -15, -16, ·, -30, 127, 1
> CNC(=O)CN(C#N)c1nc(N(C)C)nc(N(C)C)n1
 : -10, -2, 0.9, 0, 2, -0.28, -4, -20*, 0
> Cc1cc2c(c(=O)n1C1CC1)C(c1cccc(Cl)c1)C(C#N)=C(N)O2 (configuration not stated)
 : 22, 2, 0.9, -7, 18, 0.46, -8, 98, 0
> O=C(NCc1ccccc1)C(c1cccnc1)N(Cc1ccco1)C(=O)c1ccccn1 (configuration not stated)
 : 6, -13, 0.9, 2, 16, -0.24, 21, 49, 1
> O=C(c1cnc2ccccn2c1=O)N1CCCc2ccccc21
 : 6, 1, 1, 4, -14, -0.65, 5, 82, -4
> CC(OC(=O)c1cccc(NS(C)(=O)=O)c1)C(=O)Nc1ccc(N2CCOCC2)cc1 (configuration not stated)
 : -2, -5, 0.9, 7, -15, 1, 8, 97, -4
> CCOc1ccc(NC(=O)C/C(N)=N/O)cc1
 : 24, -8, 0.9, 4, -1, -0.17, -8, -21*, -10
> O=C(CSc1ncnc2nc[nH]c12)N1CCN(c2ccccc2)CC1
 : 5, -1, 0.9, 4, -21, 0.038, 8, 84, 2
> CCCOn1c(OCC(C)C)nc2ccccc2c1=O
 : -5, -3, 0.9, -17, -6, 4.5*, -13, 121, -3
> CC1CCCCN1CCNC(=O)c1ccc2c(=O)n(CCc3ccccc3)c(=O)[nH]c2c1 (configuration not stated)
 : 16, -6, 0.8, -17, 44, -3.7*, -20, ·, -6
> Cc1ccc(OCC(=O)O)c(-n2nc3ccccc3n2)c1
 : -4, -17, 0.9, 5, 6, 1, 6, 97, 1
> Cc1c(-c2ccccc2)nc(N)c(C#N)c1-c1ccco1
 : -9, 3, 1, 6, 4, 5*, -11, 63, 1
> Cc1ccc(-c2nnc3c4ccccc4c(C)nn23)cc1S(=O)(=O)N1CCN(CCO)CC1
 : 21, -5, 0.9, 2, 27, 2.1, ?, 131, -12
> CCc1ccccc1N(CC(=O)N1CCN(c2ccccc2F)CC1)S(C)(=O)=O
 : 10, 5, 1, 10, 16, 0.97, 0, 87, 1
> CCOC(=O)C1CCCN(C(=O)CN(c2ccc(OC)cc2)S(=O)(=O)c2c(C)noc2C)C1 (configuration not stated)
 : 5, -3, 0.9, 3, -1, 0.03, 2, 96, -2
> Cn1c(=O)cc(OCC(=O)NCCCN2CCN(c3ccccc3F)CC2)c2ccccc21
 : -1, -10, 1, -3, 15, 0.56, 26, 125, -1
> CCOc1ccc(C2CC(c3ccc(CC)cc3)Nc3nc(N)nn32)cc1 (configuration not stated)
 : 7, -4, 0.9, 4, 6, 0.97, 13, 96, -1
> O=C(CCc1nc2ccccc2c(=O)[nH]1)NC1CCN(Cc2ccccc2)CC1
 : -4, 4, 1, 9, -4, 0.14, 23, 89, 2
> CCOC(=O)c1c(NC(=O)c2cc(C3CC3)on2)sc(C(C)=O)c1C
 : -1, 4, 0.9, 2, 0, 0.41, 7, 114, -5
> CC(=O)N1CCc2[nH]c3ccccc3c2C1
 : 7, 1, 1.1, -20, -13, ·, 4, 78, -8
> Cc1nc(NC(C)C)c2oc3ccccc3c2n1
 : -3, -14, 0.9, 4, 1, ·, 7, 96, ·
> CCc1ccccc1NC(=O)c1cc(-c2cccc(O)c2)on1
 : 18, -1, 0.9, 11, -16, 0.14, 4, 92, -4
> Cc1ccc(C(=O)N(CC(=O)NC2CCCC2)Cc2cccs2)s1
 : 9, -4, 1, 4, 8, -0.38, -14, 80, -3
> CCSc1nnc2c(n1)OC=Nc1ccc(Br)cc1-2
 : -8, -6, 1, 16, -2, 0.12, -11, 103, -1

Only TNAP act DEA, RORA act and MKP-1 inh (3 entries from above):
mol | TNAP act DEA | RORA act | MKP-1 inh
O=C(CCc1nc2ccccc2c(=O)[nH]1)NC1CCN(Cc2ccccc2)CC1 | 1 | -4 | 23
O=C(c1cnc2ccccn2c1=O)N1CCCc2ccccc21 | 1 | -14 | 5
CC(=O)N1CCc2[nH]c3ccccc3c2C1 | 1.1 | -13 | 4

Back to the main list, repeating the four entries before the break.
Below each SMILES: SF1 activator, Cdc25B inh, TNAP act DEA, FXIIa inh mix, RORA act, D1 mod, MKP-1 inh, Her2 expr inh, Hsp90 inh
> Cc1nc(NC(C)C)c2oc3ccccc3c2n1
 : -3, -14, 0.9, 4, 1, ·, 7, 96, ·
> CCc1ccccc1NC(=O)c1cc(-c2cccc(O)c2)on1
 : 18, -1, 0.9, 11, -16, 0.14, 4, 92, -4
> Cc1ccc(C(=O)N(CC(=O)NC2CCCC2)Cc2cccs2)s1
 : 9, -4, 1, 4, 8, -0.38, -14, 80, -3
> CCSc1nnc2c(n1)OC=Nc1ccc(Br)cc1-2
 : -8, -6, 1, 16, -2, 0.12, -11, 103, -1
> CSc1ccccc1NC(=O)COc1ccc(S(=O)(=O)N2CCCC2)cc1
 : -14, -12, 1, 7, 2, 1.3, -1, 107, 2
> Cc1cc(N2CCN(c3ccccn3)CC2)n2c(nc3ccccc32)c1C#N
 : -5, 4, 1.1, 9, -3, -1.7, -8, 107, -6
> Cc1cc(Cl)c(S(=O)(=O)NCC2CCCO2)cc1OCC(N)=O (configuration not stated)
 : -11, -6, 0.9, 1, -9, -0.043, -3, 88, -4
> COC(=O)Nc1ccc(OCc2ccccc2)cc1
 : 72*, -9, 0.9, -20, 32, -0.51, -6, 66, 6
> CCC(=O)N1CCN(c2ccc(NC(=O)c3ccco3)cc2)CC1
 : 41, -1, 0.9, 1, 23, -0.83, 14, 102, -4
> COC(=O)n1c(=O)oc2cc(S(=O)(=O)N3CCCCC3)ccc21
 : -5, 7, 0.9, 6, -11, -6.8*, -29, 99, -3
> CSc1nc(NC(C)=O)nc(C)c1Cl
 : 4, -30, 0.8, ·, -9, ·, -10, 84, 1
> CCN(CC)S(=O)(=O)c1ccc2[nH]cc(C(=O)NCCC3=CCCCC3)c(=O)c2c1
 : -10, 4, 0.8, 0, 1, -2.3, 12, 38, -2
> O=S(=O)(NCCC1=CCCCC1)c1cccc2nsnc12
 : -4, -1, 0.9, -18, -7, -1.2, 20, 110, -2
> Cc1ccc(-c2csc3nc(C)n(-n4cccc4)c(=O)c23)o1
 : -17, -5, 0.9, 6, -17, -0.036, 5, 128, -2
> CC1(C)CC(=O)C2=C(C1)NC(SCC(=O)Nc1ccccc1)=C(C#N)C21CCCCC1
 : -10, -13, 0.9, 1, 15, -0.07, -7, 68, -6
> CC(C)C(=O)Nc1ccc(NC(=O)c2cccs2)cn1
 : 32, -7, 1, 3, 5, -0.59, 18, 105, 2
> CCN(CC)CCn1c(OC)cc(=O)[nH]c1=O
 : -23, 2, 1, 4, -21, -1.3, -1, 140, -2
> O=c1c2cn[nH]c2nc(SCc2ccc3c(c2)OCCO3)n1-c1ccccc1
 : 6, 5, 0.9, -27, 12, 7.9*, 9, 32, 5
> Cc1ccc(C2C(C#N)=C(N)SC(N)=C2C#N)c(C)c1
 : -19, -17, 0.9, 2, -30, -1.3, 2, 86, -18
> CC(C)(C)OC(=O)N1CCCC1C(=O)NC(Cc1ccccc1)C(=O)O (configuration not stated)
 : 1, -3, 0.9, 1, -6, 0.12, -1, 113, -3
> Cc1nnc(SCC(=O)Nc2cc(C(F)(F)F)ccc2N2CCOCC2)o1
 : -13, -8, 0.9, 1, 4, -0.8, 7, 124, -1
> CCN(CC)C(=O)C1CCCN(C/C(C)=C/c2ccccc2)C1 (configuration not stated)
 : -4, -10, 1, -14, -10, -0.019, 0, 108, 4
> Cc1nc2cc(NC(=O)N3CCN(c4ccccn4)CC3)ccc2o1
 : 1, -6, 0.9, -7, -3, -0.12, 3, 134, -14
> COc1ccc2c(Cl)c(-c3nnc(SCC(N)=O)n3C)sc2c1
 : -11, -14, 0.9, -1, 28, 0.028, -1, 94, -1
> N#Cc1nc(-c2ccco2)oc1NCCN1CCOCC1
 : 3, -22, 0.9, -1, -5, 0.39, -9, 85, 0
> COc1ccc(S(=O)(=O)CCC(=O)N2CC(=O)N(CCc3ccccc3)C(=O)C2)cc1
 : 15, -13, 0.9, -15, -3, 0.38, 1, 88, -7
> Cc1ccc(S(=O)(=O)NC(CC(=O)O)c2ccco2)cc1 (configuration not stated)
 : -6, 1, 0.9, -17, -11, -0.18, 27, 123, -2
> Cn1c(=O)c2c(nc(Br)n2CCc2ccccc2)n(C)c1=O
 : 6, 0, 0.9, 2, 18, -3.8*, 26, 96, -3
> COc1ccc(C(c2sc3ncnn3c2O)N2CC(C)OC(C)C2)cc1OC (configuration not stated)
 : 17, -10, 1, 3, 20, ·, 3, 132, -3
> Cc1ccc(C(=O)c2coc3ccc(O)c(CN4CCN(C)CC4)c23)cc1
 : -15, 0, 0.9, -13, -1, -3.1*, 20, 75, -5
> COc1ccccc1-n1c(=O)[nH]c2c(C(N)=O)nc(-c3cccnc3)nc21
 : 0, -6, 0.9, 3, -20, 18*, 10, 58, 1
> Cc1cc(C)n(CC(=O)n2c3c(c4ccccc42)CCCC3)n1
 : 8, -3, 0.9, 9, -5, 5.7*, -7, 123, -5
> Nc1nonc1-c1nc2ccccc2[nH]1
 : 22, 6, 0.9, -12, 32, 0.0053, -6, 45, -4
> CCCS(=O)(=O)N1CCCC(C(=O)N2CCC(Cc3ccccc3)CC2)C1 (configuration not stated)
 : -2, 9, 1, 1, -6, -0.74, -3, 123, 0
> COc1ccc(NC(=O)c2cc3ccccn3n2)cc1
 : 20, -7, 0.9, 1, 26, -4.7*, -5, 83, 0
> CC(=O)NC1(C(F)(F)F)C(=O)NC(C)=C1C#N (configuration not stated)
 : -10, -12, 1, 0, 4, ·, 0, 142, -1
> O=C(NO)C1CC2C=CC1C2 (configuration not stated)
 : -1, -3, 0.9, 1, -5, 0.62, 6, 119, -1
